# RXFP1 ag – agonists of human relaxin receptor RXFP1 | 0.3% of 370,000 active | Q9HBX9 | Potency, µM (doses to about 57.5 µM), inactives show top-dose activation, actives largely listed as activators | HEK293T-RXFP1 cAMP TR-FRET, 30 min; response scale: percent of porcine relaxin response, buffer zero; also: potency is read from the fitted curve at half-maximal effect; % is scaled to controls: 0 for no effect and ±100 for the full control effect; nearly all actives have a fitted effect of over 60% in size; many of its hits are not listed in these tables
# Target sequence (Q9HBX9 whole entry, looked up): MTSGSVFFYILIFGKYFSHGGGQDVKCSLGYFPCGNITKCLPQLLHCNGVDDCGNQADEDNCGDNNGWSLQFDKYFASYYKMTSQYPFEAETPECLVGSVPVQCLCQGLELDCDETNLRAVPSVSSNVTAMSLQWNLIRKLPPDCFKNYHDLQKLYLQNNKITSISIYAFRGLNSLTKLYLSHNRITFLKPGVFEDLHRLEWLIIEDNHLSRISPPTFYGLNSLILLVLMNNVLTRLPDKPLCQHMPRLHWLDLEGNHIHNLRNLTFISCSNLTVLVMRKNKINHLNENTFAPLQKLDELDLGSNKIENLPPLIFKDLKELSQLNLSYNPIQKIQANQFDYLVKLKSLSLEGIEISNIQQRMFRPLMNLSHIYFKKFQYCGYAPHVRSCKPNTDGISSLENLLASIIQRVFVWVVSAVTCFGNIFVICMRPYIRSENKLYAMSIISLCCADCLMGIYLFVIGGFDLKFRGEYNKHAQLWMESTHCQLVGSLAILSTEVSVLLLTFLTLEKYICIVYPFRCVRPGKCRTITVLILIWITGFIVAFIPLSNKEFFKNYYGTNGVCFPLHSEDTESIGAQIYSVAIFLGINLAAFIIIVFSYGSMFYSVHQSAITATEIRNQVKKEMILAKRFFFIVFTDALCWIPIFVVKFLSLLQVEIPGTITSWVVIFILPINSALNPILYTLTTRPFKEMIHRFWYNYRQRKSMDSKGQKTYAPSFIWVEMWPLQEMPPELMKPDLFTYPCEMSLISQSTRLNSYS
#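 HEK293 cells stably expressing RXFP1, treated 30 min at 37C with compounds plus PDE4 inhibitor Ro 20174; cAMP measured by HTRF TR-FRET. Normalized to buffer and 29 nM porcine relaxin; EC50 by Hill fit.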
# D1 potentiator – human D1 dopamine receptor positive modulation. P21728. HEK293 TREx D1 cells, calcium flux, dopamine EC20 potentiation. potentiation, % at 10 µM. 0.036% of 360,000 active; in the data active = potentiation above about 30%; also: 0% is about no effect
# Vif-A3F inh – blocks the Vif interaction with APOBEC3F. HeLa A3F-eYFP + Vif (tagged APOBEC3F with the HIV-1 protein that degrades it), YFP fluorescence increase. Potency, µM (top dose mostly 46.1 µM), inactives show top-dose activity, negative = active. 0.2% of 390,000 active; also: potency is read from the fitted curve at half-maximal effect; % of control where 0% means no effect; nearly all actives have a fitted effect of over 65% in size
#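 Fluorescence increase (Ex 488/Em 500-530) after overnight compound treatment at 37 deg C flags inhibition of Vif-driven A3F-eYFP loss in stable HeLa A3F-eYFP/Vif cells seeded overnight beforehand.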
# D2 potentiator – positively modulates the human D2 dopamine receptor allosterically; P14416; potentiation, % at 10 µM; AID 485347; 0.34% of 340,000 active; HEK293 T-REx D2, calcium flux, EC20 dopamine potentiation;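 active = potentiation over 3 SD above the plate norm, cut at about 30% in these data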; also: 0% is about no effect
#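 Tetracycline-induced Hek293 Trex D2 cells, force-coupled to calcium, loaded with no-wash calcium dye. Compound added with 180 s kinetic read for agonism, then EC20 dopamine and a further 180 s read for potentiation.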
# D1 ag – agonists of human D1 dopamine receptor. 1% of 360,000 active. HEK293 T-REx D1 cells, calcium flux, agonist mode. P21728. activation, % at 2 µM; in the data active = activation above about 30%; also: 0% is about no effect
#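 Agonism was scored from calcium flux recorded over 180 s (1 read/s) after pintool compound addition, following a 10-cycle baseline. Cells were inducible force-coupled HEK293 TREx D1, plated overnight at 30 C and loaded with no-wash calcium dye.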
# GRP78 ERSR act – induces the endoplasmic reticulum stress response in human glioma cells; U87-MG GRP78 promoter luciferase reporter, 16 h; Potency, µM, for inactives: at the top dose activation, most hits filed as activators; 0.02% of 420,000 active; AID 602332; also: potency is read from the fitted curve at half-maximal effect; series mostly up to about 76 µM; % of control where 0% means no effect; nearly all actives have a fitted effect of over 35% in size
#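 ERSR induction read as luciferase luminescence (Bright-Glo, 10 min at room temperature) in stably transfected human U87-MG glioma cells exposed to compounds for 16 h, using GRP78 as sensor.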
# LDHA inh – blocks human lactate dehydrogenase A; P00338; purified LDHA, NADH/diaphorase-resazurin fluorescence; stronger effect = lower value; activity change, % (values are at about 110 or 230 µM); 0.15% of 480,000 active; in the data active = activity change below about -30%; inconclusive = mostly about -25% to -30%;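 also: plate controls were DMSO wells for no effect and wells without enzyme for full effect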
#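 Resorufin fluorescence (ex540/em590), read at 0 and 20 min after diaphorase/resazurin addition, reports the NADH left after a 5 min room-temperature reaction of 2 nM human LDH5 with 0.06 mM NADH and 0.2 mM pyruvate.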
# D1 antagonist – antagonists of human D1 dopamine receptor. P21728. HEK293 TREx D1 cells, calcium flux, dopamine EC80; stronger effect = lower value. activity change, negative = inhibition, % at 10 µM. 3.2% of 360,000 active; in the data active = activity change below about -30%; also: % is scaled to controls: 0 for no effect and ±100 for the full control effect
#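 Cells carrying a force-coupled, tetracycline-inducible human D1 receptor report calcium flux. Each well gets a 10 s baseline, compound with 180 s monitoring, then an EC80 dopamine stimulus with a second 180 s kinetic read.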
# Vif-A3G inh – inhibitors of Vif-APOBEC3G interaction; Q9HC16; HeLa A3G-eYFP + Vif (tagged APOBEC3G with the HIV-1 protein that degrades it), YFP fluorescence, overnight; Potency, µM (highest dose often 46.1 µM), without a hit: top-dose activity, negative = active, usual class: inhibitors; 0.076% of 410,000 active; AID 602310;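 also: potency is read from the fitted curve at half-maximal effect; % is scaled to controls: 0 for no effect and ±100 for the full control effect; nearly all actives have a fitted effect of over 60% in size; hits raise eYFP signal because A3G escapes Vif-driven loss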
# Target sequence (Q9HC16 whole entry, looked up): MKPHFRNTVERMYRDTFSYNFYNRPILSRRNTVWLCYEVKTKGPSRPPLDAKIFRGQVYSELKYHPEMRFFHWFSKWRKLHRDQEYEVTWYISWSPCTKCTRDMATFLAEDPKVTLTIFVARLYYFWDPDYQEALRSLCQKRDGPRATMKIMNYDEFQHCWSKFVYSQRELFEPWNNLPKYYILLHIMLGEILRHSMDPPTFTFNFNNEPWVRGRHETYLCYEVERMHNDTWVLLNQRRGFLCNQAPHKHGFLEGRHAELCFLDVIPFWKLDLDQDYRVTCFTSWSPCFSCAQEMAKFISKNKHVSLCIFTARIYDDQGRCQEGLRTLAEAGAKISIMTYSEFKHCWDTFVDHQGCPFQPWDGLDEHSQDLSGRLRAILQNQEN
#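 Read-out is eYFP fluorescence (Ex 488/Em 500-530) from Vif-expressing HeLa A3G-eYFP cells; more signal means A3G escaped Vif-mediated degradation. Cells plated overnight, compound pinned in, incubated overnight at 37 deg C.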
# Numbers without * were called inactive; u = inconclusive; x = not tested or not shown; & = joins results of further samples. Unless noted, calls follow the shape of the dose curve; as a rule, active = well fitted curve in the direction sought with a large enough effect; inconclusive = small, poorly fitted or top-dose-only effect, or another doubt; inactive = no such curve, though single readings can be large; an effect the other way counts as inactive or inconclusive.
# Start of the data: the first 4 compounds, ahead of the listing:
1. CCc1nnc(NC(=O)c2ccc(S(=O)(=O)N3CCCC(C)C3)cc2)o1 (stereo not given)
2. CSCC(CO)NS(=O)(=O)c1ccc(C)cc1 (stereo not given)
3. COc1ccc(CCN2C(=O)C(O)=C(C(=O)c3ccco3)C2c2cccs2)cc1OC (stereo not given)
4. Cc1ccc(C(=O)c2ccc([N+](=O)[O-])cc2)c(C)c1

Compound | 1 | 2 | 3 | 4
RXFP1 ag | 3.4% | 1.0% | u | 2.0%
D1 potentiator | 4 | -6 | x | -1
Vif-A3F inh | -4% | 5% | 5% | 2%
D2 potentiator | 3 | -2 | x | -6
D1 ag | 1 | 3 | x | 1
GRP78 ERSR act | -3% | -3% | -2% | -2%
LDHA inh | 2 | -8 | 2 | -3
D1 antagonist | -9 | 5 | x | -6
Vif-A3G inh | 1% | 0% | -4% | -4%

# This part in full, from the start:
1. CCc1nnc(NC(=O)c2ccc(S(=O)(=O)N3CCCC(C)C3)cc2)o1 (stereo not given)
2. CSCC(CO)NS(=O)(=O)c1ccc(C)cc1 (stereo not given)
3. COc1ccc(CCN2C(=O)C(O)=C(C(=O)c3ccco3)C2c2cccs2)cc1OC (stereo not given)
4. Cc1ccc(C(=O)c2ccc([N+](=O)[O-])cc2)c(C)c1
5. CSC1=NCCN1C(=O)Cc1ccc(-c2ccccc2)cc1
6. COc1cccc(C2C(C(=O)Nc3nc4ccccc4s3)=C(C)NC3=C2C(=O)CC(C)(C)C3)c1OC (stereo not given)

Compound | 1 | 2 | 3 | 4 | 5 | 6
RXFP1 ag | 3.4% | 1.0% | u | 2.0% | 0.2% | 1.8%
D1 potentiator | 4 | -6 | x | -1 | -10 | -3
Vif-A3F inh | -4% | 5% | 5% | 2% | 8% | -2%
D2 potentiator | 3 | -2 | x | -6 | 4 | 9
D1 ag | 1 | 3 | x | 1 | 16 | 5
GRP78 ERSR act | -3% | -3% | -2% | -2% | 11% | -1%
LDHA inh | 2 | -8 | 2 | -3 | -2 | -3
D1 antagonist | -9 | 5 | x | -6 | -40* | 1
Vif-A3G inh | 1% | 0% | -4% | -4% | -1% | -8%

7. O=c1oc(-c2ccc(Br)cc2)nc2ccccc12
8. CCSc1ncc(Cl)c(C(=O)Nc2ccc(S(=O)(=O)N3CCC(C)CC3)cc2)n1
9. COc1ccc(-c2noc(N3CCC(C(=O)Nc4cccc(OC)c4)CC3)n2)cc1
10. CCC(=O)N1CCc2cc(S(=O)(=O)CCC(=O)NCCC3=CCCCC3)ccc21
11. Cc1ccc(NCCC(=O)c2ccccc2)cc1Cl
12. Cc1ccc(C)c(Cn2ncc3ccccc32)c1

Compound | 7 | 8 | 9 | 10 | 11 | 12
RXFP1 ag | u | 2.9% | 0.6% | 2.0% | -4.0% | 1.0%
D1 potentiator | -3 | 1 | -3 | x | 0 | -1
Vif-A3F inh | 4% | 0% | 4% | 1% | -13% | -16%
D2 potentiator | 14 | -9 | -8 | x | x | 41*
D1 ag | 2 | 2 | 11 | x | 0 | 1
GRP78 ERSR act | 10% | 0% | -2% | -3% | -3% | -2%
LDHA inh | -5&5 | 3 | -9 | -4 | -1 | 1
D1 antagonist | -12 | -3 | -14 | x | -13 | 3
Vif-A3G inh | -3% | 3% | -7% | -1% | -4% | 3%

13. Cc1ccc(S(=O)(=O)Cn2cnnn2)cc1
14. COC(=O)Cc1ccc(NC(=S)NCCCN2CCOCC2)cc1
15. Cc1c(Cl)ccc2c(C(=O)NC(C)c3ccncc3)cc(-c3ccncc3)nc12 (stereo not given)
16. CCCn1c(SCC(=O)Nc2cccc(NC(C)=O)c2)nnc1C(C)C
17. Cn1c(SC2=CS(=O)(=O)c3ccccc32)nc2ccccc21
18. O=C1c2cccnc2C(=O)N1Cc1ccc(F)cc1S(=O)(=O)NCc1ccco1

Compound | 13 | 14 | 15 | 16 | 17 | 18
RXFP1 ag | -0.2% | 2.0% | -3.2% | 1.0% | 4.3% | 25µM*
D1 potentiator | 0 | -1 | -6 | 4 | 0 | -3
Vif-A3F inh | -2% | -7% | x | -7% | 6% | -13%
D2 potentiator | x | 3 | -8 | 0 | 8 | 2
D1 ag | 3 | 0 | 2 | 1 | 4 | 0
GRP78 ERSR act | -3% | -1% | x | -3% | -14% | -5%
LDHA inh | -7 | -5 | x | 1 | 3 | 0
D1 antagonist | -6 | x | 6 | 1 | 1 | 17
Vif-A3G inh | 1% | 0% | x | 4% | u | -1%

# From entry 16 to 18, as listed above:
16. CCCn1c(SCC(=O)Nc2cccc(NC(C)=O)c2)nnc1C(C)C
17. Cn1c(SC2=CS(=O)(=O)c3ccccc32)nc2ccccc21
18. O=C1c2cccnc2C(=O)N1Cc1ccc(F)cc1S(=O)(=O)NCc1ccco1

Compound | 16 | 17 | 18
RXFP1 ag | 1.0% | 4.3% | 25µM*
D1 potentiator | 4 | 0 | -3
Vif-A3F inh | -7% | 6% | -13%
D2 potentiator | 0 | 8 | 2
D1 ag | 1 | 4 | 0
GRP78 ERSR act | -3% | -14% | -5%
LDHA inh | 1 | 3 | 0
D1 antagonist | 1 | 1 | 17
Vif-A3G inh | 4% | u | -1%

# The list continues:
19. CCOc1ccc(C(=O)Nc2cc(-c3nc4ccccc4[nH]3)ccc2Cl)cc1[N+](=O)[O-]
20. O=C(NN=C1CCCC1)c1ccc(Cl)cc1
21. CCOC(=O)/C=C1\CN(C(C)c2ccccc2)S(=O)(=O)c2ccccc21 (stereo not given)
22. CCCCNC1C(CC)C(CCC)C(C#N)(C#N)C1(C#N)C#N (stereo not given)
23. COc1ccc(-n2c(SCC(=O)Nc3nccs3)nnc2-c2ccccc2)cc1
24. CCN(CC)C(=O)C(=O)c1cn(CCOc2ccccc2)c2ccccc12

Compound | 19 | 20 | 21 | 22 | 23 | 24
RXFP1 ag | 0.2% | -1.6% | 1.6% | -1.1% | 1.5% | 4.3%
D1 potentiator | 0 | 0 | -3 | 0 | 3 | -8
Vif-A3F inh | -2% | 0% | 0% | -8% | -7% | 6%
D2 potentiator | 1 | -10 | -7 | x | -9 | -2
D1 ag | 2 | 0 | -1 | 2 | 1 | 6
GRP78 ERSR act | -13% | 13% | -5% | -17% | -17% | -2%
LDHA inh | -3 | -1 | -7 | 0 | -4 | 0
D1 antagonist | 2 | 6 | -4 | -3 | 4 | 1
Vif-A3G inh | 13µM* | 1% | -1% | -25% | -21% | -1%

25. C=CCn1c(NC(=O)c2ccc(Br)o2)c(S(=O)(=O)c2ccccc2)c2nc3ccccc3nc21
26. CNC(=S)NCCCc1ccccc1
27. CCCCOc1ccc(C(=O)OCC(=O)NC2CCCC2)cc1
28. COC(=O)CC1Oc2ccc(C)cc2-n2cc(-c3ccc(F)cc3)nc21 (stereo not given)
29. O=C(CN1CCN(S(=O)(=O)c2ccc(F)c(Cl)c2)CC1)N1CCc2ccccc21
30. COc1cc(NC(=O)CCCc2c[nH]c3ccccc23)cc(OC)c1

Compound | 25 | 26 | 27 | 28 | 29 | 30
RXFP1 ag | 20% | 1.4% | -0.6% | 1.9% | 0.4% | 0.8%
D1 potentiator | -8 | -1 | -4 | -2 | -5 | 0
Vif-A3F inh | -8% | 4% | 10% | 1% | -16% | 0%
D2 potentiator | 17 | 0 | -5 | 10 | x | x
D1 ag | 10 | 3 | 5 | 2 | 2 | 6
GRP78 ERSR act | 0% | -1% | 1% | -1% | -2% | -2%
LDHA inh | 14 | 0 | -5 | 3&6 | -1 | 0
D1 antagonist | -2 | 3 | -3 | 7 | 1 | 18
Vif-A3G inh | -2% | -4% | -1% | 1% | 1% | -12%

31. Nc1n[nH]c(-c2ccc([N+](=O)[O-])cc2[N+](=O)[O-])n1
32. COc1ccc(-c2nc(-c3ccc(C(=O)O)cc3)no2)cc1
33. CC[C@H](C)[C@H](NC(N)=O)C(=O)Nc1ccc(C)cc1
34. CC(=O)N1CCc2cc(C(=O)CN3CCCCC3)ccc21
35. O=C(Cn1cnc2c(oc3ccccc32)c1=O)N1CCCC1
36. COc1ccc(OCC(=O)N2CCN(C(=O)c3ccccc3)CC2)cc1

Compound | 31 | 32 | 33 | 34 | 35 | 36
RXFP1 ag | 0.8% | x | 1.7% | -1.6% | -0.5% | 0.1%
D1 potentiator | 6 | x | -6 | 3 | 0 | 10
Vif-A3F inh | -1% | 1% | -4% | 1% | -2% | -11%
D2 potentiator | 0 | x | 5 | -7 | -12 | 15
D1 ag | -2 | x | 2 | 2 | 2 | 3
GRP78 ERSR act | -2% | -9% | -3% | -1% | 2% | -5%
LDHA inh | 6 | 0 | 4&-6 | 1 | -5 | -4
D1 antagonist | -11 | x | 5 | 19 | 1 | -4
Vif-A3G inh | 2% | 4% | 0% | -4% | -1% | 0%

37. COc1cc(OC)cc(C(=O)N[C@H](C(=O)Nc2ccc3c(c2)OCO3)C(C)C)c1
38. COc1ccc(CNC(=S)N/N=C/c2ccncc2)cc1
39. CCOC(=O)c1cc(CC)sc1NC(=O)C(c1ccccc1)c1ccccc1
40. Cc1ccc(SCC(=O)OCC(=O)NC2CCCCCCC2)cc1
41. CCN1C(=O)[C@H]2[C@@H](c3ccccc3)N[C@]3(CCCN(Cc4ccc(C)cc4)C3=O)[C@H]2C1=O
42. CCOc1ccccc1NC(=S)C(=C([O-])c1ccc2c(c1)OCCO2)[n+]1ccc(CC)cc1
43. COCCOC(=O)c1[nH]c2c(c1C)C(=O)CC(c1ccc(F)cc1)C2 (stereo not given)
44. COc1ccccc1N1C(=O)CC(Sc2ncccc2C(=O)O)C1=O (stereo not given)

Compound | 37 | 38 | 39 | 40 | 41 | 42 | 43 | 44
RXFP1 ag | 1.1% | -2.5% | -0.7% | 3.3% | x | x | 0.0% | 2.4%
D1 potentiator | 2 | 4 | 0 | -9 | x | x | -6 | -4
Vif-A3F inh | -2% | 0% | 2% | 0% | 8% | -4% | -11% | -7%
D2 potentiator | -4 | -1 | -5 | 0 | x | x | 6 | -1
D1 ag | 3 | 2 | 4 | 1 | x | x | 64* | 5
GRP78 ERSR act | -2% | 0% | -4% | 0% | -3% | 0% | -7% | -7%
LDHA inh | -2 | -3 | -5 | -2 | -1 | 11 | -7 | -6
D1 antagonist | -33* | -5 | 5 | -15 | x | x | -7 | 68
Vif-A3G inh | -4% | 0% | 0% | 0% | 0% | -7% | u | 0%

# Screening results from PubChem BioAssay.

# This is a subset; rates above refer to the full screens.
